Screens from PubChem.
Ecoli tolC – E. coli tolC mutant growth inhibition; E. coli BW25113 tolC mutant growth, OD615; growth inhibition, % at 10 µM (by protocol); hit rate 2.2% among 65,000; AID 573;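 active = growth inhibition at or above a cutoff equal to the mean over every tested compound plus 3 SD, cut at about 60% in these data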;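 note: growth measured after 20 h incubation at 37 °C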
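test system = E. coli BW25113 ΔtolC::kan bacteria | medium = LB with kanamycin 50 µg/mL | signal = OD at 615 nm | schedule = 37 °C, 20 h exposure | evaluation = % inhibition of E. coli growth | compound dosing = one dose of 10 µM final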
5HT1E antag – antagonists of human 5-HT1E serotonin receptor. AID 571. CHO 5-HT1E Ga15 NFAT-bla reporter, FRET, antagonist. P28566. hit rate 0.99% among 65,000. inhibition, % at 6 µM;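 active = inhibition above a set limit, the mean inhibition across every tested compound plus 3 SD, cut at about 29% in these data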;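 note: signal is the 460 over 535 nm emission ratio of beta-lactamase substrate; 0% = agonist plus DMSO wells and 100% = wells without agonist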
Target sequence (P28566 whole entry, looked up): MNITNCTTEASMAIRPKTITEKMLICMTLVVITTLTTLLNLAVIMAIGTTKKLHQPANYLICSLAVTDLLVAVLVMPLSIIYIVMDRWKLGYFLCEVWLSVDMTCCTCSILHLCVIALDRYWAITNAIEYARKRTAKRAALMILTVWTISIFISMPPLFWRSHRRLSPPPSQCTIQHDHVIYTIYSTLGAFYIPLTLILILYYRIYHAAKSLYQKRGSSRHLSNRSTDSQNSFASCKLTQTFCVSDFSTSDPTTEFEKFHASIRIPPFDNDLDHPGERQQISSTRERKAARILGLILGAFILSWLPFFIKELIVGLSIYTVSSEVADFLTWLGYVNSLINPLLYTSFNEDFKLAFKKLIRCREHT
5HT1a antag – blocks the human serotonin 5-HT1a receptor. inhibition, % at 10 µM. AID 612. CHO 5-HT1a Ga15 NFAT-bla reporter, antagonist mode. hit rate 0.68% among 62,000;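 active = inhibition above the mean of all tested compounds plus 3 SD, cut at about 43% in these data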;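 note: receptor stimulated by 5-CT agonist at 100 nM near EC80; beta-lactamase reporter measured by ratiometric fluorescence of a cleavable substrate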
S1P1 ag-PAM – S1P1 (human) agonism or agonism potentiation; P21453; S1P1 CRE-bla cells, forskolin, beta-lactamase FRET, potentiator mode; S1P1 agonist co-added at EC20, 2 nM; 100% = saturating reference agonist, 0% = basal; activation, % at 9.5 µM; hit rate 0.57% among 56,000;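 active = activation above a cutoff set at the mean activation of all tested compounds plus 3 SD, cut at about 54% in these data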;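 note: forskolin at 4 µM as EC80 and the EC20 agonist is SEW2871; 100% = SEW2871 at its EC100 plus forskolin at EC80; some compounds past the cut are filed as inactive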
S1P3 agonist – activates the human S1P3 receptor. Q99500. S1P3 NFAT-BLA reporter cells, agonism, FRET ratio; relative to 1 µM S1P, basal subtracted. activation, % at 4.5 µM. hit rate 0.1% among 60,000. AID 373;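 active = activation above the screen-wide mean plus 3 SD, cut at about 4.5% in these data, passing the limit was not always enough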; note: some compounds called inactive have numbers as strong as hits
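Measure – % activation relative to 1 µM S1P (100%), per plate · System – stable CHO line with human S1P3, Gα16, NFAT-BLA reporter · Timing – cells plated overnight, compound 4 h 37 °C, substrate 2 h RT · Technique – fluorescent BLA substrate, ex 405 nm, em 460/535 nm ratio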
HTR1E agonist – 5-HT1E (human) receptor agonism | activation, % at 6 µM | CHO 5-HT1E Ga15 NFAT-bla reporter, FRET; 0% DMSO wells, 100% control agonist wells | hit rate 0.69% among 65,000 | P28566;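 active = activation above a set limit, the screen-wide mean activation plus 3 SD, cut at about 8.5% in these data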;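 note: 100% = positive control agonist at 1 µM giving full maximal response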
AP ELISA ortho – orthogonal test for alternative complement pathway inhibitors; hit rate 0.08% among 62,000; inhibition, % at 5 µM; AID 1235; Human serum alternative complement pathway, LPS-coated ELISA, C3 deposition; tested in compound mixtures;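 active = inhibition above 30% in each of the two pooled mixtures holding the compound, so the lower value exceeds 30%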;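 note: 0% = serum in Mg-EGTA without compound and 100% = EDTA serum blank; some compounds past the cut are filed as inactive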
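Assay system: human serum alternative complement pathway, C3 deposition on LPS-coated wells; Dosing: 5 µM per compound in ten-compound mixtures; Detection: Anti-C3 ELISA, OD 450 nm; Buffer or medium: Mg2+-EGTA GVB++ buffer containing human serum at 1:15 dilution; Timing: 1 h at 37 °C; Replication: two different pools per compound.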
RORA act – activates the human nuclear receptor RORA | P35398 | CHO-K1 Gal4-RORA LBD luciferase reporter, luminescence; percent increase over mock-subtracted basal signal | activation, % at 10 µM | hit rate 1.5% among 65,000 | AID 560;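 active = activation above the mean of all tested compounds plus 3 SD, cut at about 49% in these data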;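 note: 0% = DMSO-treated RORA cells and 100% = added signal equal to DMSO minus mock-transfected cells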
Target sequence (P35398 whole entry, looked up, the tested form may be a part): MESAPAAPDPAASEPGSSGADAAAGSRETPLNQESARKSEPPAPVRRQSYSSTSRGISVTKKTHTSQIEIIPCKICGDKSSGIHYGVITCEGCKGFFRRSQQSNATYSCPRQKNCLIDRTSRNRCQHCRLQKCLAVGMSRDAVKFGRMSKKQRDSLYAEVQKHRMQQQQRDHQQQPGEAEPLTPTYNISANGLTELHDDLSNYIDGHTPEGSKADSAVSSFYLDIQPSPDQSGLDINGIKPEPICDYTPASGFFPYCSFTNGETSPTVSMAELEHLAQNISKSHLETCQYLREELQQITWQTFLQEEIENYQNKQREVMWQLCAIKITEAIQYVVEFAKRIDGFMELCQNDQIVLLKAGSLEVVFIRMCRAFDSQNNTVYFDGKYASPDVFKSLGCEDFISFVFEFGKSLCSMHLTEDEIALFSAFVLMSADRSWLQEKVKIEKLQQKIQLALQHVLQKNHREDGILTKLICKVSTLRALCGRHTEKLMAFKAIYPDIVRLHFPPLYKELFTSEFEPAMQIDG
SF1 activator – activates the human nuclear receptor SF-1. Q13285. CHO-K1 Gal4-SF-1 LBD luciferase reporter; % increase over DMSO SF-1-specific signal. activation, % at 10 µM. hit rate 1.9% among 65,000;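 active = activation above the mean activation of all tested compounds plus 3 SD, cut at about 50% in these data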
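System: CHO-K1 cells with Gal4–hSF-1 LBD chimera plus Gal4-driven luciferase; quantity: 4,000 CHO-K1 cells per well; compound: one dose, 10 µM compound, 1% DMSO; times: 20 h compound treatment, 37 °C; measured by: SteadyLite luciferase luminescence; read-out: percent activation versus DMSO; benchmarks: DMSO and mock-transfected background; replicates: one test per compound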
* marks the source's active call; other numbers are inactive results; / = not tested or not shown. Hits appear at their usual frequency; any-hit rate near 7.1%.

SMILES | Ecoli tolC | 5HT1E antag | 5HT1a antag | S1P1 ag-PAM | S1P3 agonist | HTR1E agonist | AP ELISA ortho | RORA act | SF1 activator
CCN(CC)CCN1C(=O)c2oc3ccccc3c(=O)c2C1c1cccc(Br)c1 (centres undefined) | -1.3 | -11.4 | -4.3 | -11.7 | 0.2 | 1.1 | 12.3 | -2.3 | -14.8
O=C1CC(N2CCCCCC2)C(=O)N1c1ccc2c(c1)OCO2 (centres undefined) | -4.6 | -2.6 | 1.0 | 3.0 | -0.4 | 1.2 | 7.5 | -2.5 | 11.7
Cc1cc2c(c(=O)n1Cc1cccnc1)C(Cc1ccccc1)C(C#N)=C(N)O2 (centres undefined) | -15.7 | -1.2 | 8.3 | -6.9 | -1.9 | -0.1 | -0.5 | -19.9 | -2.1
Nc1ccccc1S(=O)(=O)c1ccccc1N | -9.8 | 6.0 | -4.5 | -14.3 | 1.0 | 0.4 | 8.3 | 17.1 | -21.4
COc1cccc(C2=NOC(C(=O)Nc3cccnc3)C2)c1 (centres undefined) | -9.5 | 1.7 | -0.8 | 7.9 | 0.4 | -0.1 | 15.9 | -22.1 | 0.7
O=C(Nc1cccc(Cl)c1)N(CCN1CCOCC1)Cc1cccc(Cl)c1 | 100.0* | -4.1 | 8.3 | -14.4 | -0.9 | -0.3 | 8.1 | 2.5 | -8.0
CCCCc1nc2c(=O)[nH]c3ccccc3c2o1 | -2.9 | 9.1 | 4.0 | 4.8 | -0.4 | -0.3 | 0.2 | 19.6 | 23.4
COc1ccc([C@@H]2Sc3ccccc3N(CCN(C)C)C(=O)[C@@H]2OC(C)=O)cc1 | 12.2 | -16.6 | / | 3.8 | -2.4 | -0.6 | -8.8 | 8.5 | 6.5
Cn1c(SCc2ccc(F)cc2)nnc1-c1cccs1 | 9.3 | 3.0 | 3.2 | -3.5 | -0.4 | -0.5 | 2.2 | 37.5 | 51.2*
COc1ccc(Cc2nc(-c3ccc(-n4cccc4)cc3)no2)cc1 | -9.6 | -10.2 | 11.3 | -3.3 | 0.9 | 2.7 | 8.2 | 11.0 | -2.3
CCNc1nc(-c2ccc(Cl)cc2)cs1 | 12.9 | -2.5 | 9.6 | / | / | -1.1 | 23.5 | 50.1* | 15.9
O=C(NC1(C(F)(F)F)NC(=O)N(Cc2cccnc2)C1=O)c1cccs1 (centres undefined) | 6.8 | -4.9 | -3.0 | -0.6 | 0.1 | 0.5 | -0.9 | 9.5 | -0.4
Cc1ccc(SCCC(=O)N2CCCC2)cc1 | -7.0 | 15.3 | -5.0 | -32.3 | -0.1 | 0.1 | 20.8 | -8.9 | 20.0
CCn1cc(C(=O)NCC2COc3ccccc3O2)c2cc(OC)c(OC)cc2c1=O (centres undefined) | 12.8 | 22.0 | -11.3 | / | / | -1.1 | 0.1 | 13.6 | 27.9
CC(C)Oc1ccc(C(=O)N2CCCC2C(=O)O)cc1 (centres undefined) | -23.6 | 0.9 | 8.8 | -6.7 | -0.6 | 0.6 | 13.2 | 9.2 | 0.7
Nc1nc(-c2nc3ccccc3[nH]2)cs1 | 13.3 | -4.8 | -5.1 | -6.8 | -0.6 | 0.0 | 7.7 | 7.1 | 23.1
CCOC(=O)c1c(C)c(C(=O)N2CCCCCC2)c(C)n1C | -4.3 | 4.4 | 11.0 | -0.4 | -0.1 | -1.2 | 4.2 | 0.3 | 1.3
CCOC(=O)N1CCN(Cc2cc(=O)oc3cc4c(cc23)CCC4)CC1 | 33.3 | -5.5 | -1.1 | 11.7 | -0.4 | -0.5 | 5.1 | -4.2 | -5.3
O=C(Nc1cccc2nsnc12)c1ccc2c(c1)OCCO2 | 19.3 | -2.3 | 6.9 | -1.5 | -0.6 | 1.9 | 0.6 | 69.6* | 54.2*
CCC(=O)N1c2ccccc2NC2=C(C(=O)CC(c3ccco3)C2)C1c1ccco1 (centres undefined) | 5.7 | -7.6 | -7.2 | / | / | -0.1 | 20.4 | 6.9 | -16.1
CN(C(=O)COC(=O)COc1ccc(Cl)cc1)C1CCCCC1 | -23.4 | -1.8 | -3.0 | -1.8 | -0.3 | -1.2 | -1.9 | -5.0 | -2.9
CCc1n[nH]c(=O)n1Cn1c(CC)n[nH]c1=O | -15.6 | -5.6 | -1.7 | / | / | 0.9 | 10.0 | -6.3 | 12.9
CN1C(=O)NC(c2ccccc2)C2=C1CN(Cc1ccco1)C2=O (centres undefined) | 4.7 | 2.0 | -4.1 | -17.4 | -1.0 | -0.9 | 4.7 | 16.9 | -0.1
CC(=O)c1c(C)[nH]c(C(=O)CSc2nc3ccccc3c(=O)n2CCCN2CCOCC2)c1C | 19.8 | -14.6 | -3.7 | -9.3 | 1.0 | 0.1 | -2.7 | 1.9 | 42.7
O=C(CCSc1ccccc1)NCCN1CCOCC1 | -13.3 | -1.0 | -3.5 | / | 0.2 | -0.6 | 14.3 | 14.1 | 17.1
CCOc1ccc(-c2nnc(SCC(=O)N3CCN(c4ccccc4)CC3)o2)cc1 | -0.3 | 5.8 | 3.0 | 3.8 | -0.5 | -0.2 | 12.7 | 8.3 | 7.3
Cc1nc(CC(=O)O)c(-c2ccccc2)s1 | -10.3 | -6.2 | -0.8 | / | -0.6 | 0.2 | 9.7 | -7.3 | -9.2
COc1ccc(OC(C)=O)c(C2c3cc(OC)c(OC)cc3CCN2C(C)=O)c1 (centres undefined) | -9.4 | 0.1 | -5.0 | -20.6 | -0.9 | 0.5 | 11.4 | -30.0 | -18.9
N#Cc1c2c(c(-c3ccco3)[nH]c1=O)CCCC2 | 4.1 | -11.2 | / | -17.4 | -1.3 | 0.5 | / | 0.3 | 11.5
Cc1ccc(-c2nnc3ccc(SCC(=O)N4CCCCC4)nn23)cc1 | 6.6 | -10.7 | -8.4 | -4.1 | -1.0 | -0.3 | 12.8 | -16.3 | -7.1

The final 6 entries of the part before open the next one.
SMILES | Ecoli tolC | 5HT1E antag | 5HT1a antag | S1P1 ag-PAM | S1P3 agonist | HTR1E agonist | AP ELISA ortho | RORA act | SF1 activator
O=C(CCSc1ccccc1)NCCN1CCOCC1 | -13.3 | -1.0 | -3.5 | / | 0.2 | -0.6 | 14.3 | 14.1 | 17.1
CCOc1ccc(-c2nnc(SCC(=O)N3CCN(c4ccccc4)CC3)o2)cc1 | -0.3 | 5.8 | 3.0 | 3.8 | -0.5 | -0.2 | 12.7 | 8.3 | 7.3
Cc1nc(CC(=O)O)c(-c2ccccc2)s1 | -10.3 | -6.2 | -0.8 | / | -0.6 | 0.2 | 9.7 | -7.3 | -9.2
COc1ccc(OC(C)=O)c(C2c3cc(OC)c(OC)cc3CCN2C(C)=O)c1 (centres undefined) | -9.4 | 0.1 | -5.0 | -20.6 | -0.9 | 0.5 | 11.4 | -30.0 | -18.9
N#Cc1c2c(c(-c3ccco3)[nH]c1=O)CCCC2 | 4.1 | -11.2 | / | -17.4 | -1.3 | 0.5 | / | 0.3 | 11.5
Cc1ccc(-c2nnc3ccc(SCC(=O)N4CCCCC4)nn23)cc1 | 6.6 | -10.7 | -8.4 | -4.1 | -1.0 | -0.3 | 12.8 | -16.3 | -7.1
CC(Sc1nnnn1C)C(=O)Nc1ccc(Oc2ccccc2)cc1 (centres undefined) | 30.7 | 23.0 | 8.4 | -4.7 | -1.0 | -1.0 | -8.7 | -13.4 | 3.6
O=C(CCCCCN1C(=O)c2ccccc2C1=O)NCc1ccccn1 | -15.2 | -11.9 | -13.9 | -19.4 | -0.4 | -0.5 | 8.4 | -10.0 | 7.1
Cn1nnnc1SCC(=O)Nc1ccc(N2CCOCC2)cc1 | -9.4 | 5.2 | -1.9 | / | / | 1.1 | 24.1 | -17.4 | -6.1
O=C(CCCn1c(=O)[nH]c2cc(Cl)ccc2c1=O)NCCCN1CCCC1=O | -13.9 | 6.2 | -18.9 | / | / | 0.7 | -7.4 | 12.0 | -11.0
COC(=O)c1ccc(Oc2cc(C)nc(NCc3ccccc3)n2)cc1 | 7.2 | 12.1 | 20.9 | 6.9 | -0.8 | 0.0 | 0.5 | -11.8 | -5.0
Cc1ccc2c(c1)N(CC(=O)c1cccc(Cl)c1)C(=O)C(C)O2 (centres undefined) | -17.4 | 4.5 | 17.7 | -7.2 | -0.4 | -1.2 | -14.1 | 4.8 | -9.0
CCC1(C)Cc2c(sc3c2c(=O)n(C)c2nnc(SCCc4ccccc4)n32)CO1 (centres undefined) | -4.0 | -6.1 | -14.8 | -20.1 | -0.8 | 1.1 | 4.8 | -6.1 | 2.1
COc1ccc(CCNC(=O)CCCn2c(=O)[nH]c3cc(OC)c(OC)cc3c2=O)cc1OC | -7.5 | 1.9 | 9.8 | / | / | 1.1 | 8.6 | -16.8 | -10.3
O=C(c1ccccc1NS(=O)(=O)c1cccs1)N1CCOCC1 | -5.5 | 0.3 | -21.0 | -7.9 | -0.1 | -0.5 | 5.7 | -21.7 | 8.3
Fc1ccccc1N1CCN(Cc2nc(-c3ccccc3)no2)CC1 | 27.0 | -1.1 | -3.0 | 1.2 | -0.5 | 0.3 | 25.6 | -1.3 | -8.8
CC1=C(C)C(=O)N(c2ccc(C(=O)O)cc2)C1=O | 0.5 | -1.7 | 1.9 | -2.0 | -0.7 | 0.6 | -11.5 | 15.9 | 5.9
Cc1ccc2c(c1)N(CC(=O)N(Cc1ccc3c(c1)OCO3)CC1CCCO1)C(=O)C(C)O2 (centres undefined) | 2.1 | 0.5 | 17.3 | 27.4 | -1.6 | -0.4 | -1.6 | -5.0 | 0.6
COc1ccc(N2CCN(C(c3nnnn3CCc3ccccc3)C(C)C)CC2)cc1 (centres undefined) | 14.3 | -6.5 | -2.7 | -23.7 | -0.4 | 0.2 | 9.4 | 17.8 | 8.1
Cc1ccc(CSc2nnc(Cn3c(=O)sc4ccccc43)n2C)cc1 | 9.9 | 4.0 | -1.9 | 4.0 | -0.2 | -0.2 | 14.7 | 7.9 | 8.3
O=C(CSc1nc2c(c(=O)n1-c1ccc(Cl)cc1)SCC2)N1CCOCC1 | -17.0 | -16.3 | -1.0 | 10.9 | -1.0 | 1.1 | 6.5 | 24.6 | 6.0
Cc1cccc(NC(=O)CN(C)S(=O)(=O)c2cccc3cccnc23)c1 | 7.0 | -7.0 | -11.9 | -20.0 | 0.2 | 1.2 | 9.5 | 9.1 | 13.4
